# Compound activity deposited in PubChem by Emory University Molecular Libraries Screening Center.
# 14-3-3 PPI: modulators of human 14-3-3 gamma - Raf peptide interaction; P61981; inhibition, % at 40 µM; 160,000 tested, 0.19% active; FP, 14-3-3gamma / TMR-pS259-Raf peptide binding; in the data active = inhibition above about 30%;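 note: 0% = protein plus tracer without compound and 100% = blank with tracer alone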
# Target sequence (P61981 whole entry, looked up): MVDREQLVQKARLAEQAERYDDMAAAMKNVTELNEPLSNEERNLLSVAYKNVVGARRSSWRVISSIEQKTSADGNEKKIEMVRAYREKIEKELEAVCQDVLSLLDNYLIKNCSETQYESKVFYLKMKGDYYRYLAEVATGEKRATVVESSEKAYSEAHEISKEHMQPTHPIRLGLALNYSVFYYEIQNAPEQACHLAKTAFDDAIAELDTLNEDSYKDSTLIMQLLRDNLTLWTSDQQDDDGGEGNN
# Starred values were filed as active, the others as inactive; & = joins results of further samples. Not all compounds are listed; the hit share may differ from the screen's.
SMILES,14-3-3 PPI
COc1ccc(-c2ccc(=O)n(CC(=O)Nc3ccc(N(C)C)cc3)n2)cc1,-7
COc1cc(-c2ccc(O)cc2)cc(=O)c2c(C)oc(C)c12,-2
COc1ccc(CCNC(=O)CN2C(=O)c3ccccc3S2(=O)=O)cc1,-5
CCCN1C(=O)c2ccc(C(=O)Nc3cc(Cl)ccc3C(=O)O)cc2C1=O,-34
CCCC(=O)Nc1c2c(nn1-c1cccc(Cl)c1)CSC2,-7
COc1cc(OC)cc(C(=O)N2CCN(S(C)(=O)=O)CC2)c1,5
O=C(Nc1cccc(F)c1)C1CCN(S(=O)(=O)c2ccc(Cl)cc2)CC1,4
CCOC(=O)c1cnc2ccc(OCC)cc2c1Nc1ccc(C)c(F)c1,-10
COCCNC(=O)CN1c2ccccc2CC1C (stereo unspecified),-2
Cc1cccc(C(=O)Nc2ccc(OC(F)(F)F)cc2)c1,-2
CCc1ccc(S(=O)(=O)NCCc2cn3ccccc3n2)s1,-6
CCOC(=O)c1cc2c(=O)n3ccccc3nc2n(C(C)C)c1=NC(=O)C(CC)c1ccccc1 (stereo unspecified),-34
COc1ccc(Nc2ncc(C(=O)Nc3cc(C)c(Cl)cc3OC)c3ccccc23)cc1,-45
Cc1ccc2cc3c(nc2c1)N(Cc1ccco1)CC3,-13
CCOc1ccc(NC(=O)C2CCCN(S(=O)(=O)c3c(C)nn(C)c3C)C2)cc1 (stereo unspecified),-29
CCOc1cc(C(Nc2cc(C)ccn2)c2ccc3cccnc3c2O)ccc1O (stereo unspecified),-4
CCOC(=O)c1cnc2ccc(OCC)cc2c1NC1CCCCCC1,-5
CCN(CC)c1ccc2cc(C(N)=O)c(=Nc3cccc(C(N)=O)c3)oc2c1,-2
CCOC(=O)C1=C(C)OC(N)=C(C(=O)OCC)C1c1ccccc1[N+](=O)[O-] (stereo unspecified),1
O=C(Cn1c(=O)[nH]c2ccccc2c1=O)N1CCN(c2ccc([N+](=O)[O-])cc2)CC1,-12
COC(=O)C1=C(C)NC(=S)NC1c1ccc(C(C)C)cc1 (stereo unspecified),-13
O=C(Nc1ccc2c(c1)OCCO2)C1CCCN(c2ncccn2)C1 (stereo unspecified),-10
CCC1Sc2ccccc2N(CC(=O)NCCN2CCCCC2C)C1=O (stereo unspecified),-5
O=C(NC(C(=O)O)c1ccccc1)c1ccc(S(=O)(=O)N2CCOCC2)cc1 (stereo unspecified),-2
CCCOc1ccc(N2C(=O)CC(NCCOC34CC5CC(CC(C5)C3)C4)C2=O)cc1 (stereo unspecified),-3
COC(=O)c1cc(NCc2c(F)cccc2Cl)ccc1N1CCOCC1,-1
CCN(CC)S(=O)(=O)N1CCC(C(=O)NC2CC2)CC1,-3
CCCCC1(O)CC(c2ccc(OC)cc2)NC(c2ccc(OC)cc2)C1C (stereo unspecified),-1
COc1ccc(-n2c(=O)c3ccccc3n(Cc3cccc(F)c3)c2=O)cc1,9
Cc1ccc(C(=O)n2cnc3ccccc32)cc1C,-28
Cn1c2c(c3ccccc31)C(=O)CCC2,-26
Cc1cc(C(=O)NC(C)c2ccccc2)no1 (stereo unspecified),-6
COc1ccccc1NC(=O)CN(c1ccccc1)S(=O)(=O)c1ccccc1[N+](=O)[O-],-10
CCN(CC)c1ccc(NC(=O)Nc2cccc(C(C)=O)c2)cc1,-40
CSc1nnc2c(n1)OC(c1ccc(-c3ccccc3Cl)o1)N(C(C)=O)c1ccccc1-2 (stereo unspecified),-33
O=C(NC1CCCCC1)c1ccc(N2CCCC2=O)cc1,-6
O=C(O)c1ccccc1NC(=O)c1ccc([N+](=O)[O-])cc1C(=O)O,-2
CCOC(=O)c1ccc(NC(=O)C2CC(=O)N(c3ccccc3)C2)cc1 (stereo unspecified),8
CCOc1ccc(S(=O)(=O)NCCC(=O)OCN2C(=O)c3ccccc3C2=O)cc1,-6
Cc1cccc2sc(NC(=O)C3CCCN(S(=O)(=O)c4cccc5nonc45)C3)nc12 (stereo unspecified),-89&-166
CCc1nnc(NC(=O)CSc2nnc(-c3cc4ccccc4cc3O)n2CCOC)s1,1
O=C1CSC(c2ccc(Br)cc2)N1c1ccccn1 (stereo unspecified),5
CCCCSc1ccc(NC2=NS(=O)(=O)c3ccccc32)cc1,-9
CCOC(=O)C1CCCN(S(=O)(=O)c2cccs2)C1 (stereo unspecified),-3
COc1cccc(-c2nc(N3CCCCC3)c3ccccc3n2)c1O,7
CCN(CC)c1cc(N(CC)c2ccccc2)c([N+](=O)[O-])c2nonc12,-4
Cc1ccc(N2CC(C(=O)Nc3ccccc3Cl)CC2=O)cc1 (stereo unspecified),10
Cc1nnc(NC(=O)Oc2ccccc2)s1,-8
COc1cccc(NC(=O)C2CC(=O)OC23CCOC(C)(C)C3)c1 (stereo unspecified),-4&-7
O=C(NCc1ccco1)c1ccc(=O)oc1,-2
CCOc1ccc(-n2c(Cc3cc(=O)[nH]c(=O)[nH]3)nnc2SCc2cccnc2)cc1,2
COc1ccc(OC)c2[nH]c(=O)c(CCNC(=O)c3cc4ccccc4o3)cc12,-7
CCOc1ccccc1Nc1nc(-c2cc3cc(Cl)ccc3oc2=O)cs1,-4
CCCOc1ccccc1C1NC(=O)NC(C)=C1C(=O)OCc1ccc2c(c1)OCO2 (stereo unspecified),-1
CC1CCN(C(=O)c2c(NC(=O)c3ccccc3F)sc3c2CCC(C(C)(C)C)C3)CC1 (stereo unspecified),5
O=S1(=O)CCN2C(=N1)Sc1ccccc12,10
CCN(CCCNC(=O)CN(C)S(=O)(=O)c1cccc2nsnc12)c1ccccc1,-9
COc1ccc(C2/C(=C(\O)c3ccccc3)C(=O)C(=O)N2CCCN2CCOCC2)cc1 (stereo unspecified),2
COC(=O)C1=C(C)C(c2ccc(OC)cc2OC)NC(=O)N1 (stereo unspecified),-4
O=c1[nH]c(NCCO)nc2c1C1(CCCC1)Cc1ccccc1-2,-5

# Reformatted: 2 of the compounds above.
mol	14-3-3 PPI
O=C(Cn1c(=O)[nH]c2ccccc2c1=O)N1CCN(c2ccc([N+](=O)[O-])cc2)CC1	-12
CCOc1ccc(-n2c(Cc3cc(=O)[nH]c(=O)[nH]3)nnc2SCc2cccnc2)cc1	2

# Continued:
SMILES,14-3-3 PPI
CC1(C)CC(=O)C2=C(C1)c1c(ccc3ncccc13)NC2c1ccccn1 (stereo unspecified),2
CCOc1cc(C2/C(=C(\O)c3cc(C)ccc3C)C(=O)C(=O)N2CCN(C)C)ccc1O (stereo unspecified),-2
O=C(CCCc1ccccc1)NC1CCSC1=O (stereo unspecified),-3
C=CCSc1nnc2c(n1)OC(c1ccc(O)c(Br)c1)Nc1ccccc1-2 (stereo unspecified),-3
CCC1Oc2ccccc2N(CC(=O)NCCCN2CC(C)CC(C)C2)C1=O (stereo unspecified),-7
Cc1cnc(C(=O)OCC(=O)NC2CCCC(C)C2C)cn1 (stereo unspecified),-9
CCOC(=O)C1CCC(CN(Cc2ccc(Cl)cc2)S(=O)(=O)c2ccc(F)c(C)c2)CC1 (stereo unspecified),-10
COc1cc(N)cc2sc(NC(=O)c3ccc(N)cc3)nc12,-66
CCOC(=O)c1cccc(NC(=O)COc2ccc3c(C)cc(=O)oc3c2)c1,-61
N#Cc1c(-c2ccccc2)cc(-c2cccc([N+](=O)[O-])c2)nc1SCC(=O)Nc1ccccc1,-4
N#CCCN1CCN(S(=O)(=O)c2ccc(C#N)cc2)CC1,4
COc1cccc(-n2c(SCC(N)=O)nnc2-c2ccncc2)c1,-1
Clc1ccc(Cl)c(-c2nn3c(Cn4cnc5ccccc54)nnc3s2)c1,-6
O=C(O)c1ccc(CSCc2ccccc2Cl)o1,-7
NC(=O)C1CCN(C(=O)c2ccc3c(=O)n(-c4ccc(F)cc4)c(SCC(=O)N4CCCC4)nc3c2)CC1,-4
CCc1cc2c(NCCN3CCCCC3)ncnc2s1,3
Cc1ccc(C)c(S(=O)(=O)N2CCCCC2C(=O)O)c1 (stereo unspecified),-1
Cc1ccc(-c2nnc3c4ccccc4c(C)nn23)cc1NC(=O)CN1CCOCC1,2
Cn1c(=O)[nH]c(=O)c2c1nc(N1CCCCCC1)n2CCCc1ccccc1,-14
CCc1cc(-c2n[nH]c(=S)n2CC)cs1,3
CCOc1ccc(N2C(=O)CSC2c2ccncc2)cc1 (stereo unspecified),-1
C=CCN1C(=O)C2(Nc3ccccc3C(=O)N2c2ccccc2OC)c2ccccc21 (stereo unspecified),10
COc1ccc(OCc2nc3ccccc3n2CCC2CCCCC2)cc1,-13
O=C(CCN1CCc2ccccc2C1)Nc1ccc(F)cc1,-9
COc1cccc(Nc2cc(C)nc3ncnn23)c1,-7
Cc1ccsc1C=Nc1ccc(Nc2ccccc2)cc1,-23
COc1ccc(-c2noc(CCC(=O)N3CCN(Cc4ccccc4)CC3)n2)cc1,-3
Cc1ccccc1CSCC(=O)NC1CCCC1,0
Cc1ccc(Nc2nc(-c3cc4ccccc4oc3=O)cs2)c(Br)c1,-17
Cc1ccn2c(Nc3ccccc3)c(-c3ccsc3)nc2c1,-2

# 3 entries already listed, ordered by the value under 14-3-3 PPI, low to high:
SMILES,14-3-3 PPI
O=C(CCN1CCc2ccccc2C1)Nc1ccc(F)cc1,-9
CCc1cc(-c2n[nH]c(=S)n2CC)cs1,3
C=CCN1C(=O)C2(Nc3ccccc3C(=O)N2c2ccccc2OC)c2ccccc21 (stereo unspecified),10

# Continued:
SMILES,14-3-3 PPI
C=CCn1c(NC(C)=O)nc2ccccc21,6
O=C(Nc1cccc(F)c1)C1CC(=O)N(c2ccccc2)C1 (stereo unspecified),0
COCCCNC(=O)CC(NS(=O)(=O)c1ccc(Cl)cc1)c1ccco1 (stereo unspecified),6
N#Cc1c(NC(=O)c2noc3c2CCCC3)sc2c1CCC2,-30
Cc1ccc(-n2nc3c(c2NC(=O)C2CC2)CSC3)cc1,3
CN1C(C(=O)Nc2ccccn2)=C(O)c2ccccc2S1(=O)=O,3&-5&-7
Cn1c(=N)n(CC(O)c2cccc3ccccc23)c2ccccc21 (stereo unspecified),-4
CC(=O)OCc1cc2cc(C)ccc2[nH]c1=O,-15
CCc1cc(=O)oc2cc(OC(C)C(=O)O)c(Cl)cc12 (stereo unspecified),-7
CCSc1oc(-c2ccco2)nc1S(=O)(=O)c1ccccc1,-8&-46
Cc1cc(NC(=O)CSc2nc3c(cc2C#N)CCC3)no1,10
O=C(CN(Cc1ccccc1F)C(=O)c1ccco1)NCc1ccc(F)cc1,-9
COc1cc(CN2CCN(Cc3cccc([N+](=O)[O-])c3)CC2)cc(OC)c1O,17
O=C(CN1CCOCC1)N1CCN(S(=O)(=O)c2ccccc2)C1c1ccccc1 (stereo unspecified),-7&-8
CCOc1ccccc1N(CC(=O)N1CCOCC1)S(=O)(=O)c1ccc(SC)cc1,0

# An excerpt of these results, with tabs:
canonical_smiles	14-3-3 PPI
CCOc1ccc(N2C(=O)CSC2c2ccncc2)cc1 (stereo unspecified)	-1
C=CCN1C(=O)C2(Nc3ccccc3C(=O)N2c2ccccc2OC)c2ccccc21 (stereo unspecified)	10
COc1ccc(OCc2nc3ccccc3n2CCC2CCCCC2)cc1	-13
O=C(CCN1CCc2ccccc2C1)Nc1ccc(F)cc1	-9
COc1cccc(Nc2cc(C)nc3ncnn23)c1	-7

# Later entries:
SMILES,14-3-3 PPI
C=CCn1c(CC#N)nnc1N1CCOCC1,2
O=C(O)c1ccc([N+](=O)[O-])c2c1NC(C1CC=CCC1)C1CC=CC21 (stereo unspecified),-11
C=CCSc1nc2c(c(=O)n(C)c(=O)n2C)n1CC,0
CCS(=O)(=O)N1CCC(C(=O)NCCc2ccc(OC)c(OC)c2)CC1,-1
OC(CCN1CCOCC1)(c1ccc(Cl)cc1)C1CCCCC1 (stereo unspecified),-12
C=CCn1c(=S)[nH]c2cc(OCC)c(OCC)cc2c1=O,2
O=C1CCCC2=C1C(c1cccs1)n1nc(SCc3ccccc3F)nc1N2 (stereo unspecified),-3&-5
CCn1nnnc1SCC(=O)N(C1CCCCC1)C1CCCCC1,1
COc1ccccc1Nc1nc(-c2cc3ccccc3o2)cs1,-7
O=C(c1ccc(NCc2ccc(F)cc2)c(S(=O)(=O)Nc2cccc(C(F)(F)F)c2)c1)N1CCCC1,-8
COC(=O)c1ccc(N2C(=O)c3ccc(Oc4cccc(N)c4)cc3C2=O)cc1,-2
COc1cc(C2Nc3ccc4ccccc4c3C3=C2C(=O)CCC3)ccc1OC(=O)c1ccccc1 (stereo unspecified),-4
COc1ccc(CNC(=O)c2cc3cc4ccc(OC)cc4nc3s2)cc1,-24
CCOCCOC(=O)C1=C(C)NC(=O)CC1c1ccc([N+](=O)[O-])cc1 (stereo unspecified),-2
CCCN1C(=O)c2ccccc2NC1c1ccc(Br)cc1 (stereo unspecified),-5
CN(C)c1ccc(C2C3=C(CC(C)(C)CC3=O)OC3=C2C(=O)CC(C)(C)C3)cc1Br,-1
COc1ccc(CNc2nc(NCc3ccc(OC)cc3)n(S(C)(=O)=O)n2)cc1,5
COCC(=O)Nc1c(C(=O)Nc2ccccc2OC)oc2ccccc12,-10
COc1cccc(N2C(=S)N(c3ccccc3)C3CS(=O)(=O)CC32)c1 (stereo unspecified),-7
CC(=O)NCCc1nc2ccccc2[nH]1,-4
CCCCCC(=O)Nc1ccc2oc(-c3ccncc3)nc2c1,-6
O=C(CCN1C(=O)c2cccc([N+](=O)[O-])c2C1=O)Nc1ccccc1,-3
O=C(Cn1cnc2c(nnn2Cc2ccccc2F)c1=O)N1CCN(c2ccccc2)CC1,-6
CC(=O)N(C1=C(N2CCOCC2)C(=O)c2ccccc2C1=O)c1cccc(C(=O)O)c1,-5

# 3 entries out of the list, ordered by SMILES length, lowest first.
SMILES,14-3-3 PPI
COc1cccc(N2C(=S)N(c3ccccc3)C3CS(=O)(=O)CC32)c1 (stereo unspecified),-7
COc1ccc(CNc2nc(NCc3ccc(OC)cc3)n(S(C)(=O)=O)n2)cc1,5
CN(C)c1ccc(C2C3=C(CC(C)(C)CC3=O)OC3=C2C(=O)CC(C)(C)C3)cc1Br,-1
